# High-throughput results as filed in PubChem BioAssay.
# Integrin act MD – activates integrin-mediated alleviation for muscular dystrophy; alpha7betagal myoblasts, beta-gal FDG fluorescence, 48 h; Potency, µM (doses to about 38.3 µM), for the others: at the top dose activation, hits mostly activators; 0.064% of 350,000 active; active means well fitted activation curve with a large enough effect; inconclusive means small, poorly fitted or top-dose-only effect; inactive means no such curve, though single readings can be large or run the other way;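 further: 100% = response of the positive control SU9516; nearly all actives have a fitted effect of over 60% in size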
#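 Alpha7betagal+/- myoblasts (passage 13) were plated 16-24 hr, then exposed to compounds (1:260 dilution of DMSO stock) for 48 hours at 37C. After MPER lysis, β-galactosidase reporter activity was read as FDG fluorescence (ex 480/em 540) after 30 minutes.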
# Numbers without * were called inactive; ? = inconclusive; [ ] = remark or other dose. Potency means the concentration at half of the fitted maximal effect. A portion of the library (hit frequency here may not be typical).
canonical_smiles	Integrin act MD
C[C@H](CO)N1C[C@H](C)[C@@H](CN(C)C(=O)c2ccc3c(c2)OCO3)Oc2cc(/C=C/c3ccccc3)ccc2S1(=O)=O	-9%
COc1cccc(OCc2cc(C(=O)N(C)C3CCCCC3)no2)c1	0%
COc1ccc(CN2C(=O)C(CC(=O)NCc3ccco3)CC(C(=O)N3CCOCC3)=C2C)cc1 (centres undefined)	?
CN(CCN1CCOCC1)C(=O)c1cc(COc2ccc(F)cc2Cl)on1	-18%
COc1cc(C(=S)N2CCOCC2)cc(OC)c1OC(=O)c1ccccc1Cl	-7%
Cc1ccccc1S(=O)(=O)N(C)C[C@@H]1OCc2cnnn2CCCC(=O)N([C@@H](C)CO)C[C@@H]1C	17%
C[C@H]1CN([C@@H](C)CO)C(=O)CCCn2nncc2CO[C@@H]1CN(C)S(=O)(=O)c1cccc(F)c1	22%
CC(=O)Nc1ccc(CC(=O)Nc2ccc3c(c2)OC2(CCCC2)O3)cc1	-5%
CCc1cc(-c2nnn(CCC3COCCO3)c2C(C)(C)O)ccc1-c1cn(CCc2c[nH]c3ccccc23)nn1 (centres undefined)	-24%
Cc1nn2c(=O)[nH]cnc2c1Cl	10%
Cc1ccc(-c2ccc(CN3C(C)C(=O)N(Cc4cn(CC5CCCCC5)nn4)CCS3(=O)=O)cc2)cc1 (centres undefined)	-52%[inhibitor]
O=C(NCCCn1ccnc1)c1sc2cc([N+](=O)[O-])ccc2c1Cl	-6%
C[C@H](CO)N1C[C@H](C)[C@@H](CN(C)S(=O)(=O)c2cn(C)cn2)Oc2cc(Br)ccc2S1(=O)=O	9%
CC1(C)CN(c2ccc(Br)cc2)C(=O)[C@H]1CC(=O)Nc1ccccc1	-9%
C1=CC2(C=C1)OC21CCC2(C=CC3(C2)OC3C2CCCCC2)CC1 (centres undefined)	-26%
CCN(CC)C(=O)C1=C(C)N(CCC2=CCCCC2)C(=O)C(CC(=O)NCc2cccs2)C1 (centres undefined)	-10%
COc1ccc(C(=O)NCC(c2ccco2)N2CCOCC2)cc1 (centres undefined)	9%
C[C@@H]1CN([C@@H](C)CO)C(=O)CCCn2nncc2CO[C@H]1CN(C)Cc1ccc2c(c1)OCCO2	11%
CC(Oc1ccc(F)cc1)C(=O)Nc1cccc(S(=O)(=O)N(C)c2ccccc2)c1 (centres undefined)	1%
O=C(CNC(=O)N1CC(=O)Nc2ccccc21)Nc1ccc(Cl)cc1Cl	-9%
COc1cc(OC)cc(C(=O)Nc2cccc(NC(=O)c3cccs3)c2)c1	-5%
O=C(OCC(=O)c1ccc[nH]1)c1ccc(S(=O)(=O)C(F)F)cc1	-9%
COc1ccc(NC(=O)c2nc[nH]c2C(=O)N(C)CCO)cc1	13%
COC(=O)C[C@H]1C[C@H]2c3cc(NC(=O)C4CCOCC4)ccc3O[C@H]2[C@@H](CO)O1	15%

# At a glance, 2 of the compounds above.
canonical_smiles	Integrin act MD
CC(Oc1ccc(F)cc1)C(=O)Nc1cccc(S(=O)(=O)N(C)c2ccccc2)c1 (centres undefined)	1%
O=C(CNC(=O)N1CC(=O)Nc2ccccc21)Nc1ccc(Cl)cc1Cl	-9%

# Next results follow.
canonical_smiles	Integrin act MD
CC1CCC(NC(=O)c2ccc(Br)o2)CC1 (centres undefined)	-13%
O=C(Nc1cccc(Cl)c1)ON1CCCCC1	13%
Cc1ccc(NC(=O)CSc2nnc3n2CCCCC3)cc1S(=O)(=O)N1CCOCC1	18%
CCOc1ccc(CCNC(=O)COC(=O)c2[nH]c(C)c(C(C)=O)c2C)cc1OCC	4%
Cc1noc(C)c1NC(=O)Nc1ccc2c(c1)C(=O)N([C@@H](C)CO)C[C@@H](C)[C@H](CN(C)C(=O)Nc1cccc3ccccc13)OCCCC[C@H](C)O2	10%
CC1=C(C(=O)N2CCOCC2)CC(CC(=O)NCc2cccs2)C(=O)N1Cc1ccc(C(C)(C)C)cc1 (centres undefined)	-14%
Cc1noc(C)c1C(=O)OC(C)C(=O)c1c[nH]c2ccccc12 (centres undefined)	19%
COc1cc(OC)c(OC)cc1C=Cc1ccc2ccccc2n1	-3%
NC(=S)NN=Cc1c[nH]c2nccnc12	-12%
O=C(Nc1ccc(N2CCCC2)c(Cl)c1)c1ccccc1F	-5%
CCCCN1CC(COCc2ccccc2)Oc2cccc(OCc3ccc(OC)cc3)c2S1(=O)=O (centres undefined)	-19%
CCC1NC(=O)c2cccnc2-n2c1nc1ccc(C)cc1c2=O (centres undefined)	0%
CC1CCCCC1NC(=O)CSc1ncnc2sccc12 (centres undefined)	0%
CC(C)NC(=O)C1CC(=O)N(CCc2ccc(F)cc2)C1 (centres undefined)	-3%
CCN(CC)C(=O)C1=C(C)N(Cc2ccc(F)cc2)C(=O)C(CC(=O)NCCN2CCOCC2)C1 (centres undefined)	-1%
Cc1ccn2c(=S)[nH]nc2c1	13%

# Looked up above:
# Entry of `COc1cc(C(=S)N2CCOCC2)cc(OC)c1OC(=O)c1ccccc1Cl` in Integrin act MD: -7%
# Entry of `C[C@H](CO)N1C[C@H](C)[C@@H](CN(C)C(=O)c2ccc3c(c2)OCO3)Oc2cc(/C=C/c3ccccc3)ccc2S1(=O)=O` in Integrin act MD: -9%
# Entry of `CC(=O)Nc1ccc(CC(=O)Nc2ccc3c(c2)OC2(CCCC2)O3)cc1` in Integrin act MD: -5%
# Entry of `COc1cc(OC)cc(C(=O)Nc2cccc(NC(=O)c3cccs3)c2)c1` in Integrin act MD: -5%

# (more compounds)
canonical_smiles	Integrin act MD
Cc1c(-c2ccc(OCCN3CCOCC3)cc2)c(=O)oc2ccc3ccccc3c12	26%
CCOC(=O)C1=C(C)OC(=Cc2ccc(OC)cc2)C1=O	-7%
Cc1ccc(S(=O)(=O)NCC(=O)NCC(=O)NCCc2ccc(Cl)cc2)cc1C	-21%
COC(=O)C(Sc1ccc(Cl)cc1)C1SC(=S)N(Cc2ccccc2)C1=O (centres undefined)	-14%
O=C(CCC(C(=O)c1ccccc1)c1ccccc1)c1ccccc1 (centres undefined)	-37%
Cn1c2nc3ccccc3c-2nc2ccccc21	-15%
c1ccc(COc2ncnc3c2ncn3CCCNCC(c2ccccc2)c2ccccc2)cc1	-66%[inhibitor]
COc1cc(C=C2NC(=O)NC2=O)ccc1O	-17%
CCOC(=O)c1csc(CCNC(=O)c2ccccc2)n1	8%
O=C1OC(c2ccccc2)(N(Nc2ccccc2)c2ccccc2)c2ccccc21 (centres undefined)	4%
CCN(CC(=O)Nc1ccc(NC(C)=O)cc1)C(=O)c1ccc(Sc2nncn2C)c([N+](=O)[O-])c1	13%
C[C@@H]1CN([C@H](C)CO)C(=O)c2cc(Br)cnc2O[C@@H]1CN(C)C(=O)C1CCOCC1	4%
CC1C(=O)N(Cc2cn(Cc3ccco3)nn2)CCS(=O)(=O)N1Cc1ccc(-c2ccc(Cl)cc2)cc1 (centres undefined)	-23%
O=[N+]([O-])c1cccc(CON=Cc2cc(Cl)ccc2O)c1	3%
Cc1ccc(C)c(S(=O)(=O)Nc2ccc(C(=O)NCCCN(C)C)cc2)c1	-21%
CCc1cc2c(SCC(=O)N3CCN(C(=O)c4cccs4)CC3)ncnc2s1	-9%
COC(=O)CC1(C(=O)OC)Nc2cc(Cl)c(Cl)cc2S(=O)(=O)N1O (centres undefined)	19%
COc1ccc(C(=O)N/N=C/c2ccccn2)cc1	-6%
CN(CC(=O)C(C(N)=O)c1ccccc1)c1ccccc1 (centres undefined)	5%
O=C(NC(=S)N1CC=CCC1)c1ccccc1	6%
C[C@H]1CN([C@@H](C)CO)C(=O)CCCn2nncc2CO[C@H]1CN(C)C(=O)C1CC1	-4%
Cc1ccc([C@H]2N[C@]3(CCCN(Cc4ccc(Cl)cc4)C3=O)[C@H]3C(=O)N(Cc4ccccc4)C(=O)[C@@H]23)cc1	-17%
CC(C)C1C(=O)N(Cc2cn(CCC3OCCCO3)nn2)CCS(=O)(=O)N1Cc1ccc(-c2ccc(F)nc2)cc1 (centres undefined)	11%
O=C1[C@H]2[C@@H](c3ccccc3)N[C@]3(CCCN(Cc4ccc(F)cc4)C3=O)[C@H]2C(=O)N1Cc1ccccc1	3%
COc1ccc([N+](=O)[O-])cc1NCc1c(F)cccc1F	0%
CC1(C)CC(=O)C=C(c2ccc(COC(=O)Cc3ccccc3)cc2)C1=O	-7%
C=CCN1CCN(c2ccncc2S(=O)(=O)N2CCN(C)CC2)CC1	11%
C[C@H]1CN([C@@H](C)CO)C(=O)CCCn2cc(nn2)CO[C@@H]1CN(C)C(=O)CCC(F)(F)F	-24%
c1ccc(N=NN2CCOCC2)cc1	2%
S=C1SCCCN1Cc1ccc(Cl)cc1	9%
COc1ccncc1-c1ccccc1C1=CC(=O)CC(C)(C)C1=O	-7%
COc1ccc(C(=O)OCC(=O)NC2CC2)cc1	19%
N=c1c2ccccc2nc2n1CCCCC2	27%
COc1ccc(CCn2nnc3ccccc3c2=O)cc1OC	6%
O=C(CN(c1ccccc1Cl)S(=O)(=O)c1ccccc1)NC1CC2CCC1C2 (centres undefined)	1%
COC(=O)c1ccc(CNC(=O)COC(=O)CNS(=O)(=O)c2ccc(C)cc2)cc1	17%
Cc1ccc(S(=O)(=O)N2CC3(O)CN(C(=O)OC(C)C)N(C(=O)OC(C)C)CC3(OC(=O)NCc3ccccc3F)C2)cc1 (centres undefined)	-12%
C[C@@H]1CN([C@H](C)CO)C(=O)c2c(c3ccccc3n2C)-c2ccccc2CO[C@H]1CN(C)C(=O)NC1CCCCC1	-16%
CN1C(=O)[C@H]2[C@@H](c3ccc(C(F)(F)F)cc3)N[C@]3(CCCN(Cc4ccco4)C3=O)[C@H]2C1=O	12%
COc1ccc(-c2ccc3c(c2)O[C@H](CN(C)C(=O)Nc2ccccc2F)[C@@H](C)CN([C@H](C)CO)S3(=O)=O)cc1	-4%
COC(=O)[C@H]1C[C@@]2(O)CN(S(=O)(=O)c3ccc(C)cc3)C[C@@]2(OC(=O)NCc2ccccc2)C[C@H]1C(=O)OC	5%
CCN(CC)C(=O)C1=C(C)N(CCC2=CCCCC2)C(=O)C(CC(=O)NCC2CCCCC2)C1 (centres undefined)	13%
COc1ccc(-c2ccc(CN3C(C)C(=O)N(Cc4cn(CCC5OCCO5)nn4)CCS3(=O)=O)cc2)cc1OC (centres undefined)	-1%
Cc1nccn1CCC(=O)NC1CC(C)(C)Cc2c1cnn2-c1ccccc1 (centres undefined)	-13%
COc1ccc(-n2cnnc2SCC(=O)NC2CC2)cc1	-7%
C#CCN(C[C@H]1[C@H](OC(=O)NCc2ccccc2F)[C@H](OC(=O)NCc2ccccc2F)C[C@H]2C(=O)N(c3ccccc3)C(=O)[C@@H]12)S(=O)(=O)c1ccc(C)cc1	-5%
C#CCN(C[C@@H]1[C@@H](OC(=O)NCc2ccccc2F)[C@@H](OC(=O)NCc2ccccc2F)Cn2c(=O)ccc(=O)n21)S(=O)(=O)c1ccc(C)cc1	-63%[inhibitor]
CCOc1ccccc1OCCCC(=O)Nc1cc(S(=O)(=O)N2CCCCC2)ccc1C	10%
O[C@H]1C[C@H](c2ccccc2)N(CC2CCCCC2)C[C@@H]1n1cc(-c2ccc(F)cc2)nn1	13%
C[C@H](CO)N1C[C@H](C)[C@H](CN(C)S(=O)(=O)c2ccccc2)OCc2cnnn2CCCC1=O	5%
C[C@@H]1CN([C@H](C)CO)S(=O)(=O)c2ccc(Br)cc2O[C@@H]1CN(C)Cc1ccc(-c2ccccc2)cc1	-60%[inhibitor]
N#CCCN(Cc1cccnc1)CN1C(=O)c2ccccc2C1=O	12%
Cc1ccccc1CC1(CO)CCCN(C(=O)c2ccoc2)C1 (centres undefined)	-4%
CCN(CC1CCCN(CCc2cccc(F)c2)C1)C(=O)c1ccoc1C (centres undefined)	-13%
O=C(COC(=O)/C=C/c1ccc2c(c1)OCO2)NCc1ccc(F)cc1	-26%
COc1ccc(NC(=O)C[C@H]2C(=O)N(c3ccc(Br)cc3)C[C@@H]2c2ccc(OC)cc2)cc1	11%

# Structural class, those above with a nitro group on carbon.
canonical_smiles	Integrin act MD
O=C(NCCCn1ccnc1)c1sc2cc([N+](=O)[O-])ccc2c1Cl	-6%
CCN(CC(=O)Nc1ccc(NC(C)=O)cc1)C(=O)c1ccc(Sc2nncn2C)c([N+](=O)[O-])c1	13%
O=[N+]([O-])c1cccc(CON=Cc2cc(Cl)ccc2O)c1	3%
COc1ccc([N+](=O)[O-])cc1NCc1c(F)cccc1F	0%

# Going on with the list:
canonical_smiles	Integrin act MD
CC1=CC2=C(C=O)C(=O)C(C)(O)C(O)C2=CO1 (centres undefined)	-10%
COc1ccc(CN2C(=O)C(CC(=O)NC3CCCCC3)CC(C(=O)N(C)C)=C2C)cc1 (centres undefined)	0%
CC(C)CC1C(=O)N(Cc2cn(Cc3ccco3)nn2)CCS(=O)(=O)N1Cc1ccc(-c2ccncc2)cc1 (centres undefined)	-14%
O=C(COC(=O)c1ccc2ccccc2c1)NCc1ccccc1	-4%
COC(=O)[C@H]1C[C@@]2(O)CN(S(=O)(=O)c3ccc(C)cc3)C[C@@]2(OC(=O)NC2CC2)C[C@H]1C(=O)OC	5%
CCOC(=O)c1ccc(NC(=S)P(=O)(c2ccccc2)c2ccccc2)cc1	-17%

# 5 entries from above, with the structure last:
Integrin act MD	smiles
5%	CN(CC(=O)C(C(N)=O)c1ccccc1)c1ccccc1 (centres undefined)
6%	O=C(NC(=S)N1CC=CCC1)c1ccccc1
-4%	C[C@H]1CN([C@@H](C)CO)C(=O)CCCn2nncc2CO[C@H]1CN(C)C(=O)C1CC1
-17%	Cc1ccc([C@H]2N[C@]3(CCCN(Cc4ccc(Cl)cc4)C3=O)[C@H]3C(=O)N(Cc4ccccc4)C(=O)[C@@H]23)cc1
11%	CC(C)C1C(=O)N(Cc2cn(CCC3OCCCO3)nn2)CCS(=O)(=O)N1Cc1ccc(-c2ccc(F)nc2)cc1 (centres undefined)
